Screening data as filed in PubChem BioAssay.
HSF1 activator – HSF-1 activators, primary screen, NIH3T3-HGL cells, MG132 stress, luminescence, single point; NIH3T3-HGL HSF-1 luciferase reporter, 8 h; 100% = twice DMSO control signal; hit rate 1.7% among 300,000; activation, % at 9 µM;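 active = mean replicate activation of at least 50% with a set share of replicates each reaching 50%; inconclusive = only one of those two conditions met; inactive = mean below 50% and too few replicates reaching it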;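 also: 0% = median of the neutral control wells and 100% = twice that signal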
IEC-6 tox – cytotoxicity in IEC-6 intestinal epithelial cells, primary screen, cytotoxicity control for KLF5 inhibitor project, cell-based, luminescence. inhibition, % at 5 µM. hit rate 0.78% among 290,000. AID 1825, 2009. IEC-6 cytotoxicity, luminescence viability; in the data active = inhibition above about 22%;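 also: 0% = plate median of test compound wells and 100% = cytotoxic reference compound wells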
HSF1 inh – HSF1 inhibitors in luciferase reporter cells, primary screen, cell-based, NIH3T3, luminescence; NIH3T3-HGL HSE-luciferase, MG132-induced, luminescence 8 h; hits give low values; activity change, negative = inhibition, % at 7.5 µM (by protocol); hit rate 0.77% among 300,000; AID 2098, 2009;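 active = more than half of replicate wells show activity change below -50%, luminescence cut by over half; inconclusive = some wells, but at most half, below -50%; inactive = no replicate well below -50%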;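 also: luciferase reports HSF-1 transcriptional activity via heat shock element; 0% = median of DMSO wells and -100% = zero luminescence signal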
AI-2 QS modul – Vibrio harveyi AI-2 quorum sensing modulators, primary screen, JMH597 strain, luminescence/OD600 ratio; Vibrio harveyi JMH597 AI-2 luminescence/OD600 ratio, 9 h; hits give low values; strain lacks LuxN and CqsS sensors; 0 = neutral-control median; activity change, % at 7.5 µM; hit rate 0.4% among 300,000; AID 2094, 2009; in the data active = activity change below about -75%, passing the limit was not always enough; inconclusive = no clear call, values can overlap the other calls;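 also: luminescence divided by OD600 gain over 9 h not by final OD600 alone; inactives centre near 13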
HSP90 inh – HSP90 inhibitors, primary screen, cell lysate, luminescence | Heat shock protein HSP 90 (rabbit reticulocyte lysate; luciferase refolding) | Rabbit reticulocyte lysate, luciferase refolding luminescence, 3 h | inhibition, % at 5.6 µM | hit rate 0.91% among 290,000 | AID 1789, 2009;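 active = inhibition above the screen-wide mean plus 3 SD, computed separately per campaign, cut at about 16% in these data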;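 also: 0% = DMSO wells and 100% = 60 µM geldanamycin wells; inhibitors lower the luminescence because luciferase stays unfolded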
HIF activator – HIF pathway transcriptional activators, primary screen, cell-based, U2OS HRE-luciferase, luminescence; U2OS HRE-luciferase reporter; normalized: DMSO 0%, desferrioxamine 100%; activation, % at 7.5 µM (by protocol); hit rate 0.32% among 300,000;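 active = mean activation of at least 10% of the iron chelator positive control signal, with at least half of replicates also reaching 10%; inconclusive = mean and replicate majority disagree about reaching 10%; inactive = mean and most replicates under 10%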
KLF5 inh – KLF5 expression inhibitors, primary screen, DLD-1 cells, luminescence; hit rate 0.23% among 290,000; DLD-1 KLF5 promoter-luciferase reporter; inhibition, % at 5 µM;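 active = inhibition above a per-plate limit of that plate's mean compound inhibition plus 3 SD, cut at about 60% in these data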;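 also: 0% = DMSO wells and 100% = LY294002 at 200 µM; higher means less KLF5 promoter-driven luciferase light; inactives centre near -14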
Platelet DG rel – inhibitors of platelet dense granule secretion, primary screen, cell-based, MLPCN, human platelets | human platelet-rich plasma, SFLLRN dense granule ATP release, luminescence | inhibition, %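 (compounds screened at 7.5 µM in platelet-rich plasma)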 | hit rate 0.22% among 300,000;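 active = mean replicate score, as percent of positive control, at or above 50; inconclusive = mean below 50 but at least one replicate at or above 50; inactive = mean and every replicate below 50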
SKKanGAS inh – S. pyogenes SKKanGAS growth inhibitors in kanamycin, primary screen, streptokinase expression inhibitor project, SKKanGAS strain, BacTiter-Glo luminescence | inhibition, % at 7.5 µM | 6 h | hit rate 1.3% among 300,000 | AID 1662, 2009;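 active = mean replicate score, as percent of positive control median, at least 50; inconclusive = mean below 50 but one replicate at or above 50; inactive = mean and every replicate below 50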;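 also: strain carries kanamycin resistance gene driven by streptokinase promoter and grows in 40 µg/ml kanamycin; loss of luminescence reflects streptokinase promoter inhibition or plain growth inhibition; 0% = median of DMSO wells and 100% = positive control at its reference dose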
aSyn 5UTR inh – MLPCN primary screen, SNCA 5' untranslated region; alpha-synuclein 5'UTR reporter, inhibitor activity; inhibition, % (tested at 7.5 µM); hit rate 0.82% among 300,000; AID 1813, 2009; in the data active = inhibition above about 60%; inconclusive = no clear call, values can overlap the other calls;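 also: H4 neuroglioblastoma cells stably carrying SNCA 5'UTR luciferase fusion; 0% = DMSO wells and 100% = positive control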
* = called active by the depositor; ? = inconclusive; . = not tested or not shown; & = joins results of further samples.

SMILES	HSF1 activator	IEC-6 tox	HSF1 inh	AI-2 QS modul	HSP90 inh	HIF activator	KLF5 inh	Platelet DG rel	SKKanGAS inh	aSyn 5UTR inh
COc1cc(/C=C/C(=O)O)cc(S(=O)(=O)N2CCN(S(=O)(=O)c3ccc(Cl)cc3)CC2)c1OC	-11	0	-7	28	-5	-2.1	-36	4	4	24
CCC(C)(C)NC(=O)c1ccc2c(c1)N(CC(=O)OC)C(=O)C(C)(C)O2	1	3	-1	17	0	-0.1	-21	5	4	-15
Cc1nn(C)c(C)c1CN(Cc1nc(-c2cc(F)ccc2F)oc1C)C1CC1	-5	-8	5	5	-3	-0.5	-21	-3	-9	10
CC1(C(=O)N/N=C/c2ccccc2)CC1(Cl)Cl (centres undefined)	0	3	4	19	-2	0.0	-15	-2	-5	-20
CCOc1cccc(N(C(=O)C2COc3ccccc3O2)C(C(=O)NC2CCCCC2)c2ccc(O)cc2)c1 (centres undefined)	-4	-7	1	11	2	-1.8	-1	9	17	30
CCOC(=O)C1CCCN(C(=O)Nc2c(-c3ccccc3)noc2C)C1 (centres undefined)	4	2	-4	-14	10	0.4	8	-7	-6	-12
O=C(Nc1nccs1)c1ccc([N+](=O)[O-])cc1Cl	5	-3	3	8	0	0.8	-57	-1	6	-26
O=C(NCCCN1CCN(c2ccc(F)cc2)CC1)NC12CC3CC(CC(C3)C1)C2	-12	6	-8	38	1	0.0	-42	-3	6	-11
COc1ccc(NC(=O)Nc2nnc(Cc3ccccc3)s2)cc1	35	2	-1	-16	2	1.1	-15	-1	-6	-23
CC(C)(C)C1CCC(=NNc2ncc(C(F)(F)F)cc2Cl)CC1 (centres undefined)	-15	1	-19	13	-1	0.3	-7	11	-1	-30
COc1cccc(COC(=O)c2cc(=O)[nH]c3ccc(S(=O)(=O)N4CCOCC4)cc23)c1OC	-12	.	-4	-1	.	0.1	.	23	-4	3
CCCCOc1ccc(CNC(=O)NS(=O)(=O)c2ccc(OCC)cc2)cc1	-9	9	-6	16	7	1.0	-13	4	4	16
NS(=O)(=O)c1ccc(CCNC(=O)c2cnccn2)cc1	6	2	-1	9	0	-0.5	-21	-8	-1	2
CCn1c(=O)n(CC)c2cc(S(=O)(=O)N3CCCCC3)c(C)cc21	2	2	-7	12	-2	-0.7	-39	-14	.	13
NC1=NC(c2cn(-c3ccccc3)nc2-c2cccs2)n2c(nc3ccccc32)N1 (centres undefined)	10	6	7	7	4	0.3	-15	2	4	3
O=C1CN(C(=O)CCN2CCOCC2)C(c2ccccc2)c2cc(Br)ccc2N1 (centres undefined)	0	2	2	18	-1	-0.3	13	5	0	-1
C/C(=N\OC(=O)c1ccc(Cl)cc1)c1sc(-c2ccccc2)nc1C	44	1	14	28	-3	3.1	-67	1	11	-124
Nc1nc(SCC(=O)N2CCCC2)[nH]c(=O)c1NC(=O)c1ccco1	7	0	2	9	5	0.0	-8	0	3	17
CCCOn1c(-n2nc(C)cc2C)nc2ccccc2c1=O	2	55*	3	3	-5	-0.4	-8	-2	-1	-9
COC(=O)CSc1ccnc2cc(Cl)ccc12	9	-5	-7	-2	0	0.4	-20	-1	-7	-6
O=C(CSc1nnc(-c2cccnc2)n1-c1ccccc1)NCc1ccc2c(c1)OCO2	39	2	11	6	1	0.3	-6	5	2	-18
COc1ccc(CC(=O)Nc2ccc3c(C)cc(=O)oc3c2)cc1OC	0	4	0	22	-1	0.0	-12	-5	1	6
CCOC(=O)c1cc(C)[nH]c1C	-32	1	-22	7	3	1.2	-27	10	-2	-3
CN1CCN(c2ccc(NC(=O)N3CCc4ccccc43)cc2)CC1	-86	-5	-85*	8	72*	-3.6	38	0	-5	70*
Cc1ccc(NC(=O)C(Cc2ccccc2)NC(=O)OCc2ccccc2)cc1C (centres undefined)	11	-4	9	10	9	-0.8	4	-5	-2	8
CCCN1C(=O)C(O)(CC(=O)c2cccc(OC)c2)c2ccccc21 (centres undefined)	-4	0	-3	12	3	0.4	4	24	1	7
CCS(=O)(=O)c1ccc2oc(SCC(=O)NCCc3ccc(F)cc3)nc2c1	-2	-1	-11	7	-1	-0.9	-22	-4	-1	9
CN(C)CCOC(=O)C1(c2ccccc2)CCOCC1	-18&3	0&1	0&-5	14&6	5&1	0.6&0.3	-12&-31	3&-11	-5&20	-1
Cc1cccc(OCCCn2c(CO)nc3ccccc32)c1	10	-2	9	19	5	1.3	-4	-3	0	-84
N#C/C(=C\c1cccc(OC(=O)c2cccs2)c1)C(N)=O	14	2	-4	10	-1	0.1	-6	4	5	12
COc1ccccc1CNC(=O)COC(=O)CSc1ccc(Cl)cc1	-20	.	0	509	.	-1.5	.	-4	7	13
COC(=O)CSc1nnc(CNc2ccc(Cl)cc2)n1-c1ccccc1	3	2	5	-2	0	1.2	-28	0	-2	-2
O=C(CCCN1C(=O)/C(=C\c2cccs2)SC1=S)Nc1ccc(O)cc1C(=O)O	-7	4	-4	9	0	-0.8	-17	-1	8	-14
Cc1csc(Nc2ccccc2)n1	4	0	-3	20	2	-0.3	-22	-1	-2	-50
O=C(Cc1ccccc1)Nc1nccs1	-2	0	2	-3	4	-0.1	-25	0	0	-4
C#CC(CC)(CC)NC(=O)c1ccc(Br)s1	-10	-6	-4	31	2	-0.1	0	2	3	18
COc1cnn(-c2cccc(C(F)(F)F)c2)c(=O)c1Cl	-11	.	3	14	.	-2.2	.	-3	-5	3
O=C(CSc1nnnn1-c1ccc2c(c1)CCC2)NCc1cccs1	-13	-4	6	-20	2	0.2	-26	-9	-7	-16
O=C(Nc1ccc(Cl)cc1)N1CCC(c2nc(-c3cccs3)no2)CC1	32	5	7	7	-2	0.5	-18	10	3	-30
CC(C)c1nnc(SCC(=O)Nc2ccc3c(c2)OCO3)n1C	-5	2	-10	5	-1	-0.1	7	-4	7	-3
CC(c1ccccc1)N(NC(=O)C(O)(c1ccccc1)c1ccccc1)C(=O)c1ccccc1 (centres undefined)	10	-2	-4	1	-2	-0.4	-2	-16	-3	18
CCCN(Cc1ccccc1)C(=S)Nc1cccc(C(F)(F)F)c1	2	-1	-1	13	-2	-0.1	-11	0	1	-1
CCN1CCN(c2ccc(NC(=O)c3ccc([N+](=O)[O-])o3)cc2Cl)CC1	-42	70*	-43	62	8	3.8	1	-10	25	126*
CCCNC(=O)NCCC12CC3CC(CC(C3)C1)C2	-20	0	2	15	-2	0.4	-39	-4	7	-17
Cc1noc(NS(=O)(=O)c2ccc(NC(=O)c3oc4ccc(F)cc4c3C)cc2)c1C	?	-4	42	15	-3	-18	-34	-6	25	-5

Overlap with the part before: six entries, followed by the next part.
SMILES	HSF1 activator	IEC-6 tox	HSF1 inh	AI-2 QS modul	HSP90 inh	HIF activator	KLF5 inh	Platelet DG rel	SKKanGAS inh	aSyn 5UTR inh
CC(C)c1nnc(SCC(=O)Nc2ccc3c(c2)OCO3)n1C	-5	2	-10	5	-1	-0.1	7	-4	7	-3
CC(c1ccccc1)N(NC(=O)C(O)(c1ccccc1)c1ccccc1)C(=O)c1ccccc1 (centres undefined)	10	-2	-4	1	-2	-0.4	-2	-16	-3	18
CCCN(Cc1ccccc1)C(=S)Nc1cccc(C(F)(F)F)c1	2	-1	-1	13	-2	-0.1	-11	0	1	-1
CCN1CCN(c2ccc(NC(=O)c3ccc([N+](=O)[O-])o3)cc2Cl)CC1	-42	70*	-43	62	8	3.8	1	-10	25	126*
CCCNC(=O)NCCC12CC3CC(CC(C3)C1)C2	-20	0	2	15	-2	0.4	-39	-4	7	-17
Cc1noc(NS(=O)(=O)c2ccc(NC(=O)c3oc4ccc(F)cc4c3C)cc2)c1C	?	-4	42	15	-3	-18	-34	-6	25	-5
COCCn1c(SCC(=O)Nc2cc(C)cc(C)c2)nc2ccccc2c1=O	5	0	5	41	0	1.2	-24	-1	3	23
COCCn1c(N)c(C(=O)Nc2sc3c(c2C(=O)OC)CCCC3)c2nc3ccccc3nc21	-8	-5	-3	24	3	0.4	-18	7	58*	20
COc1ccc(OCCSc2nc(-c3ccccc3)cc(=O)[nH]2)cc1	-9	-1	0	36	3	-0.1	-9	0	-4	13
CCN(C(C)=O)N(CC)c1nc(Cl)nc(NC(C)C)n1	6	-7	-2	4	3	-0.2	-16	1	1	3
Cc1cc(C)c(NC(=O)Cn2c([N+](=O)[O-])cnc2C)c(C)c1	-10	2	1	8	-1	-0.1	-3	6	-7	6
COC(=O)c1c(NC(=O)C2CC(C)=C(C)CC2C(=O)O)sc2c1CCCCC2 (centres undefined)	-6	2	-7	12	0	0.1	-11	-5	13	19
CCn1c(SCc2ccc(C(=O)Nc3cc(C)cc(C)c3)cc2)nnc1-c1ccncc1	-3	-1	-1	23	-1	0.0	21	-4	3	23
O=C(NCCc1cccc(F)c1)C1CCCN(c2nc3ccccc3s2)C1 (centres undefined)	14	-1	2	10	0	-0.2	-18	5	1	-3
CN1CCN(c2nc3c(c(=O)n(C)c(=O)n3C)n2CC(N)=O)CC1	9	-3	-2	4	1	0.2	-10	3	2	17
CSc1nc(SC)c2c3c(oc2n1)COC(C)(C)C3	17	3	-5	17	0	-0.4	-5	1	4	9
CCOC(=O)c1ccc(NC(=O)Nc2c(C)n(C)n(-c3ccccc3)c2=O)cc1	-1	-4	3	29	1	-0.2	-31	43	2	7
Cc1cc(C)c(-n2c(SCc3nc4ccccc4s3)n[nH]c2=O)c(C)c1	0	-1	2	22	3	0.0	10	-11	0	18
Fc1ccc(-c2csc(NC(=S)Nc3ccccc3)n2)cc1	12	2	16	9	-1	1.5	-38	-3	28	-28
COc1cccc(C2C(C(=O)c3cccs3)=C(O)C(=O)N2CCN(C)C)c1OC (centres undefined)	4	-1	-5	11	0	0.3	-19	-3	-4	-2
CCOc1cc(/C=N/NC(=O)c2cccc(S(=O)(=O)N3CCCC3)c2)ccc1OCC(=O)N(C)C	-3	.	-3	-2	.	0.0	.	7	-7	3
Cc1ccc(C(=O)CC(=O)COc2ccc(Cl)cc2C)cc1	-7	-4	-4	5	-5	-0.4	-2	-1	101*	12
COc1cccc2cc(-c3cc(=O)oc4cc(C)c(OCC(C)=O)cc34)oc12	5	-1	3	16	0	-0.2	-30	-16	3	-13
Cc1cc(C)n(-c2ncnc3ccccc23)n1	-13	-2	3	15	-4	-0.8	-4	15	-3	4
